# Pin1 inhibitor: blocks the human prolyl isomerase Pin1; Q13526; Pin1 FP peptide displacement, HiFluor488, 10 min; Potency, µM (series often up to 115 µM), without a hit: at the highest dose activity, negative = inhibition, most hits filed as inhibitors; actives 0.009% (n = 390,000); AID 504891; active = well fitted inhibition curve with a large enough effect in the polarisation, with a control signal flat, not every such curve was filed as active; inconclusive = small, poorly fitted or top-dose-only effect, or effect the other way, or a change in a side signal; inactive = no such curve, though single readings can be large or run the other way; the % refers to the polarisation; note: potency is the fitted concentration of half-maximal effect; % is set by controls: 0 for no effect and ±100 for the full control effect
# HP1b chromo inh: blocks HP1-beta chromodomain binding to methylated histone tails. Potency, µM (doses to about 114 µM), for the others: at the top dose activity change, negative = inhibition, hits mostly inhibitors. actives 0.56% (n = 390,000). AlphaScreen HP1-beta / biotin-H3K9me3 peptide binding. P83916; note: potency is the fitted concentration of half-maximal effect; nearly all actives have a fitted effect of over 70% in size; inactives centre near 23
#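 AlphaScreen: HP1-beta (50 nM) preformed 30 min with biotin-H3(1-18)K9me3 peptide (50 nM) in PBS pH 7.4, 0.01% Tween-20. Compound added for 30 min at RT, then streptavidin donor/nickel chelate acceptor beads (10 ug/mL) for 30 min.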
# ERG-DNA inh: inhibitors of human ERG Ets domain-DNA interaction. actives 0.028% (n = 370,000). fluorescence polarization, His-ERG Ets domain / labelled DNA. P11308. Potency, µM (highest dose often 76.9 µM), inactives show top-dose FP activity, negative = inhibition, hits mostly inhibitors; active = well fitted inhibition curve with a large enough effect in the polarisation, with a control signal flat; inconclusive = small, poorly fitted or top-dose-only effect, or effect the other way, or a change in a side signal; inactive = no such curve, though single readings can be large or run the other way; the % refers to the polarisation;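 note: polarization taken with two DNA probes labelled with fluorescein and Texas red; potency is the fitted concentration of half-maximal effect; % of control where 0% means no effect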
#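 His-tagged ERG Ets domain (1 uM in the protein solution; 300mM KCl, 50mM Tris-HCl, 1mM EDTA, 1mM DTT, pH 7.5) received compound, then a probe mix of 5 nM fluorescein-DNA and 100nM Texas-615-DNA. Fluorescence polarization was read for both dyes.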
# PI4K2A block: inhibitors of human PI4K2A; activity change, negative = inhibition, % at 76.9 µM; actives 0.13% (n = 420,000); AID 1346378; purified PI4K2A, ADP-Glo luminescence, 1 h; hits give low values; Q9BTU6; in the data active = activity change below about -50%; inconclusive = mostly about -30% to -49%;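 note: -100% = wells without enzyme as full effect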
#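 Compounds are screened against recombinant PI4K2A using PI as substrate and ATP, the latter dispensed at 300 microM. Reactions run one hour at ambient temperature before ADP-Glo detection; full inhibition defined by wells lacking enzyme.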
# JMJD2A Tudor inh: inhibitors of human JMJD2A Tudor domain. O75164. actives 4.4% (n = 390,000). Potency, µM (titrated, usually from 114 µM), for the others: at the top dose activity change, negative = inhibition, most hits filed as inhibitors. AlphaScreen JMJD2A-Tudor / H3K4me3 peptide binding. AID 504339; note: potency is the fitted concentration of half-maximal effect; % is set by controls: 0 for no effect and ±100 for the full control effect; nearly all actives have a fitted effect of over 50% in size
# G9a block: inhibitors of human histone lysine methyltransferase G9a. Q96KQ7. G9a H3K9 monomethylation, AlphaScreen, 2 h. Potency, µM (highest dose often 102 µM), for the others: at the highest dose activity, negative = inhibition, usual class: inhibitors. actives 8.8% (n = 350,000); note: potency is the fitted concentration of half-maximal effect; % is set by controls: 0 for no effect and ±100 for the full control effect; nearly all actives have a fitted effect of over 75% in size
#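 Quantitative HTS format: methyltransferase activity on a biotin-tagged H3K9 peptide is measured by AlphaScreen, using a rabbit anti-monomethyl-H3K9 antibody with streptavidin donor and anti-IgG acceptor beads. Final levels are 20 nM enzyme, 500 nM peptide, 20 uM SAM; 2 h RT.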
# GLS inhibitor: blocks human kidney-isoform glutaminase activity. O94925. GLS enzymatic activity, qHTS titration. Potency, µM (series often up to 45.5 µM), without a hit: at the top dose activity change, negative = inhibition, hits mostly inhibitors. actives 0.21% (n = 410,000). AID 624170; note: potency is the fitted concentration of half-maximal effect; % is set by controls: 0 for no effect and ±100 for the full control effect
#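 Two-point fluorescence kinetic (t0, 30 min RT) for hKGA; glutamate detected via glutamate oxidase–HRP–Amplex Red. Substrate: 1 mM L-glutamine solution; buffer 45 mM KH2PO4, pH 8.2.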
# BAZ2B inh: inhibitors of human BAZ2B bromodomain | Q9UIF8 | AlphaScreen BAZ2B-H3K14Ac peptide displacement | Potency, µM (doses to about 114 µM), inactives show at the top dose activity change, negative = inhibition, actives largely listed as inhibitors | actives 4.4% (n = 360,000) | AID 504333; note: potency is the fitted concentration of half-maximal effect; % is set by controls: 0 for no effect and ±100 for the full control effect; nearly all actives have a fitted effect of over 60% in size
#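 Complex of BAZ2B and biotin-H3K14Ac (50 nM apiece) forms over 30 min at RT, then faces library compounds up to 110 uM for another 30 min; AlphaScreen beads added, 20 min dark incubation, luminescence read.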
# PGK inhibitor: inhibitors of T. brucei phosphoglycerate kinase | P07378 | PGK/GAPDH coupled, Kinase-Glo luminescence, 60 min | Potency, µM (top dose mostly 57.5 µM), without a hit: at the highest dose activity change, negative = inhibition, usual class: inhibitors | actives 0.043% (n = 380,000) | AID 602233; note: potency is the fitted concentration of half-maximal effect; % is set by controls: 0 for no effect and ±100 for the full control effect; nearly all actives have a fitted effect of over 60% in size
#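 Recombinant glycosomal PGK reaction used 1,3-bisphosphoglycerate generated in-well by GAPDH (100nM final) in 100mM TEA pH 7.6, 5mM MgCl2, 0.01% Tween-20. After 60 minutes at room temperature, ATP was read by Kinase-Glo Plus luminescence end-point.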
# The depositor's hits bear a star; i = inactive; ? = inconclusive; · = not tested or not shown; [ ] = another dose, or the depositor's remark. Unless noted, calls come from the whole dose curve; as a rule, active = well fitted curve in the direction sought with a large enough effect; inconclusive = small, poorly fitted or top-dose-only effect, or another doubt; inactive = no such curve, though single readings can be large; an effect the other way counts as inactive or inconclusive.
# Second line of a record: Pin1 inhibitor	HP1b chromo inh	ERG-DNA inh	PI4K2A block	JMJD2A Tudor inh	G9a block	GLS inhibitor	BAZ2B inh	PGK inhibitor
- Cc1noc(C(=O)NCc2ccco2)c1Cl
 : -4.3%	31.7%	10.6%	-2.4	0.7%	12.5%[59 µM]	-1.0%	7.0%	i
- COC(=O)C1=C(O)CSC1=Nc1ccccc1
 : -0.2%	24.2%	-2.6%	5.9	4.8%	6.5%	1.5%	-4.3%	-11.8%
- CCC1=Nc2cc(C(=O)NCc3ccccc3OC)ccc2Sc2ccc(Cl)cc21
 : 22.3%	18.3%	1.2%	-1.3	-20.5%	1.7%[59 µM]	2.9%	-0.2%	0.5%
- CC(CC(=O)c1ccc(F)cc1)N1CCN(c2ccccc2)CC1 (stereo unspecified)
 : 1.8%	-10.8%	-8.4%	2.9	?	·	28.8%	·	4.2%
- O=c1ccnc2n1COCS2
 : -1.7%	54.2%[activator]	5.3%	-0.4	14.6%	-2.0%	-1.4%	-1.4%	1.1%
- CCCc1cc(CN2CCOCC2)c(O)c(CN2CCOCC2)c1O
 : -13.9%	25.1µM*	-8.2%	6.8	11.2µM*	·	-0.8%	·	-1.7%
- O=c1ncn(-c2cccc(F)c2)c2ncccc12
 : -4.2%	31.3%	-10.2%	3.5	-1.8%	-32.5%[59 µM]	-0.3%	23.9%	i
- CCCc1[nH]n(-c2ccc(F)cc2)c(=O)c1C=Nc1ccc(C)cc1
 : 6.1%	8.4%	4.0%	-2.4	-10.4%	-26.2%[59 µM]	5.6%	-34.8%	4.3%
- O=C(C/C=N\OCc1ccc([N+](=O)[O-])cc1)Nc1ccc(Cl)cc1
 : -0.6%	4.4%	-2.5%	0.4	-23.7%	3.8%	-0.7%	-5.2%	i
- COc1ccc(NC(=O)c2cnc3ccccn3c2=O)c(OC)c1
 : -8.9%	39.4%[activator]	6.0%	0.6	-9.0%	·	4.7%	·	-5.1%

# Reprinted at random: four records from the list.
# Second line of a record: Pin1 inhibitor	HP1b chromo inh	ERG-DNA inh	PI4K2A block	JMJD2A Tudor inh	G9a block	GLS inhibitor	BAZ2B inh	PGK inhibitor
- O=c1ncn(-c2cccc(F)c2)c2ncccc12
 : -4.2%	31.3%	-10.2%	3.5	-1.8%	-32.5%[59 µM]	-0.3%	23.9%	i
- COC(=O)C1=C(O)CSC1=Nc1ccccc1
 : -0.2%	24.2%	-2.6%	5.9	4.8%	6.5%	1.5%	-4.3%	-11.8%
- COc1ccc(NC(=O)c2cnc3ccccn3c2=O)c(OC)c1
 : -8.9%	39.4%[activator]	6.0%	0.6	-9.0%	·	4.7%	·	-5.1%
- CC(CC(=O)c1ccc(F)cc1)N1CCN(c2ccccc2)CC1 (stereo unspecified)
 : 1.8%	-10.8%	-8.4%	2.9	?	·	28.8%	·	4.2%

# Limited to PGK inhibitor (2 entries from above):
SMILES	PGK inhibitor
CC(CC(=O)c1ccc(F)cc1)N1CCN(c2ccccc2)CC1 (stereo unspecified)	4.2%
O=c1ccnc2n1COCS2	1.1%

# Other records follow:
# Second line of a record: Pin1 inhibitor	HP1b chromo inh	ERG-DNA inh	PI4K2A block	JMJD2A Tudor inh	G9a block	GLS inhibitor	BAZ2B inh	PGK inhibitor
- N/C(=N\OC(=O)c1ccc(=O)n(Cc2ccccc2)c1)c1ccccn1
 : -0.9%	19.1%	0.4%	2.1	-8.4%	8.9%[59 µM]	-3.1%	2.2%	i
- OC(COc1ccc2c(c1)CCC2)Cn1cnc2ccccc21 (stereo unspecified)
 : 2.0%	32.4%	1.4%	1.5	-12.6%	-31.1%[12.7 µM]	-2.5%	-1.9%	i
- CCC1CCCCN1C(=O)CSc1n[nH]c(-c2ccccc2)n1 (stereo unspecified)
 : 1.5%	18.5%[57 µM]	-1.8%	-2.5	2.6%	-30.1%[59 µM]	2.4%	0.2%	i
- OC(COc1ccc2ccccc2c1)CN1CCN(c2ccc(F)cc2)CC1 (stereo unspecified)
 : 0.3%	49.4%[activator]	12.3%	3.6	-15.2%	?	0.5%	8.2%	-0.6%
- COc1cc(/C=N/Nc2ccc(C(=O)O)cc2)ccc1O
 : -6.1%	50.1µM*	3.8%	-19.0	?	?	67.7%[activator]	50.1µM*	?
- O=C1c2ccccc2C(=O)N1CCC(O)C[N+](=O)[O-] (stereo unspecified)
 : -1.4%	47.3%[activator]	-10.4%	5.2	0.0%	31.6µM*	-16.9%	-21.5%	1.2%
- O=C(Nc1ncc([N+](=O)[O-])s1)C1CCN(S(=O)(=O)c2cnc[nH]2)CC1
 : -0.5%	20.1%	·	-1.0	-12.2%	-29.5%[12.7 µM]	4.9%	4.7%	·
- O=c1[nH]c(=S)[nH]c2nc(-c3ccccc3)cnc12
 : -3.8%	32.9%	0.5%	1.2	4.1%	·	-4.1%	·	0.3%
- Cc1ccc(C(=O)NC(=O)CSc2nncn2C)cc1
 : -2.2%	42.3%[activator]	-2.0%	-1.3	-1.4%	0.5%	-9.5%	2.6%	i
- COc1cc2cc(CN(CCN3CCOCC3)C(=O)Nc3ccc(F)cc3)c(=O)[nH]c2cc1OC
 : -5.1%	14.3%	-4.6%	1.2	-10.0%	-14.6%	9.5%	3.0%	2.6%

# Entries from the list above containing an aryl thioether with sulfur outside any ring:
# Second line of a record: Pin1 inhibitor	HP1b chromo inh	ERG-DNA inh	PI4K2A block	JMJD2A Tudor inh	G9a block	GLS inhibitor	BAZ2B inh	PGK inhibitor
- CCC1CCCCN1C(=O)CSc1n[nH]c(-c2ccccc2)n1 (stereo unspecified)
 : 1.5%	18.5%[57 µM]	-1.8%	-2.5	2.6%	-30.1%[59 µM]	2.4%	0.2%	i
- Cc1ccc(C(=O)NC(=O)CSc2nncn2C)cc1
 : -2.2%	42.3%[activator]	-2.0%	-1.3	-1.4%	0.5%	-9.5%	2.6%	i

# Next part.
# Letters: A = Pin1 inhibitor; B = HP1b chromo inh; C = ERG-DNA inh; D = PI4K2A block; E = JMJD2A Tudor inh; F = G9a block; G = GLS inhibitor; H = BAZ2B inh; I = PGK inhibitor
SMILES: O=C(Nc1ccc(S(=O)(=O)Nc2ccc(F)cc2)cc1)c1ccc(CN2CCOCC2)cc1
  A = -1.9%; B = ?; C = 2.4%; D = -3.2; E = -23.7%; F = -32.7%; G = -16.2%; H = ?; I = 4.1%

SMILES: CCc1ccc(C(=O)Nc2cc(S(=O)(=O)N3CCOCC3)ccc2N2CCOCC2)cc1
  A = -9.0%; B = 13.0%; C = -2.6%; D = -1.4; E = -18.6%; F = ·; G = 0.5%; H = ·; I = -3.9%

SMILES: CCC1=Nc2cc(C(=O)NCCCN3CCN(C)CC3)ccc2Sc2ccccc21
  A = -6.3%; B = 6.3%; C = -1.1%; D = 3.4; E = -20.8%; F = ?; G = -15.3%; H = -22.5%; I = -5.1%

SMILES: CN(C)CCCNC(=O)c1cc2c3ccccc3n(C)c2s1
  A = 2.6%; B = 24.0%; C = 0.9%; D = 1.5; E = 6.3%; F = -10.9%[12.7 µM]; G = ·; H = 3.0%; I = 4.1%

SMILES: Nc1nc(SCC(=O)Nc2ccc3c(c2)OCO3)n[nH]1
  A = -2.8%; B = 30.7%; C = -0.3%; D = -2.9; E = -4.4%; F = 2.3%; G = -11.5%; H = 0.4%; I = i

SMILES: Cc1ccc(C(=O)NC2(C(F)(F)F)N=C(c3ccccc3)N(C3CCCCC3)C2=O)cc1 (stereo unspecified)
  A = 0.7%; B = 1.5%; C = 0.7%; D = -1.8; E = -17.9%; F = 0.2%[59 µM]; G = -9.7%; H = -17.8%; I = -2.3%

SMILES: COc1cc(NC(=O)CCCn2c(=S)[nH]c3ccccc3c2=O)cc(OC)c1OC
  A = 0.8%; B = 13.9%; C = -15.7%; D = 1.1; E = -5.3%; F = -7.1%[59 µM]; G = -14.1%; H = -6.6%; I = i

SMILES: CCCCN(C(=O)C(C)Oc1ccc(Br)cc1)c1c(N)n(CC(C)C)c(=O)[nH]c1=O (stereo unspecified)
  A = -0.2%; B = 15.1%; C = -2.1%; D = -1.5; E = -1.5%; F = ?; G = 9.7%; H = 32.1%[activator]; I = 8.1%
